Salmonella PhoP GFP = inhibitors of PhoP regulon expression, primary screen, Salmonella Typhimurium, GFP reporter (AID 1863). 0.16% of 300,000 active. S. Typhimurium PhoP-regulated promoter GFP reporter, 4 h; higher % means a stronger effect. inhibition, % at 50 µM, or IC50 in µM where a hit was titrated;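 active means inhibition over 29.93%, a cutoff 3 SD above the screen mean, later confirmed by dose response; inconclusive means inhibition over 29.93% but no dose response follow-up; inactive means inhibition at most 29.93% or unconfirmed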;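 further: 0% = low Mg2+ inducing control and 100% = high Mg2+ repressing control; strong numbers were not always called active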
Dengue-2 NS5 capping = Dengue-2 NS5 methyltransferase inhibitors, primary screen, biochemical, confirmation dose response (AID 588689); Genome polyprotein (Dengue virus type 2 (strain 16681-PDK53)); Dengue-2 NS5 methyltransferase capping enzyme assay, biochemical; higher % means a stronger effect; inhibition, % at 25 µM; hits with a dose series show IC50 in µM; 0.3% of 340,000 active; in the data active means a potency from the dose series; inconclusive means inhibition above about 29% without an active follow-up result
T cell HTS = modulators of CD8 T cell-vesicle binding, primary screen, mouse 2C CD8+ T cells, flow cytometry; 0.068% of 330,000 active; 2C CD8+ T cell-vesicle binding; stronger effect = lower value; calls only at 7 µM; AID 2052, 2009;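 active means response, share of CD8 T cells binding vesicles, and their 90th percentile fluorescence all below set limits, cut at about 80% in these data, passing the limit was not always enough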
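Assay system – 2C mouse CD8+ T cells · Also added – QL9-loaded Drosophila micro-vesicles · Timing – Cell–vesicle co-incubation 1.5 h at 37 °C, staining 20 min on ice · Signal – flow cytometry of vesicle-bound cells · Measure – percent CD8+ FL2 mean versus row control · Controls – Peptide-free naked vesicles (low) and QL9 vesicles with 0.7% DMSO vehicle (high)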
NTR1 agonist = agonists of NTR1, primary screen, imaging, U2OS cells, beta-arrestin-GFP, high content (AID 493036). Neurotensin receptor type 1 (Homo sapiens), P30989. NTR1-U2OS beta-arrestin-GFP spot imaging, agonist mode. activation, % at 20 µM. 0.17% of 330,000 active;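 active means activation at or above 40% of the spot to cytoplasm intensity ratio, with at least 20 cells analyzed; inconclusive means wells under 20 cells, flagged as cytotoxic or low count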;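 further: 0% = DMSO without peptide and 100% = 100 nM NTR1 peptide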
Target sequence (P30989 whole entry, looked up): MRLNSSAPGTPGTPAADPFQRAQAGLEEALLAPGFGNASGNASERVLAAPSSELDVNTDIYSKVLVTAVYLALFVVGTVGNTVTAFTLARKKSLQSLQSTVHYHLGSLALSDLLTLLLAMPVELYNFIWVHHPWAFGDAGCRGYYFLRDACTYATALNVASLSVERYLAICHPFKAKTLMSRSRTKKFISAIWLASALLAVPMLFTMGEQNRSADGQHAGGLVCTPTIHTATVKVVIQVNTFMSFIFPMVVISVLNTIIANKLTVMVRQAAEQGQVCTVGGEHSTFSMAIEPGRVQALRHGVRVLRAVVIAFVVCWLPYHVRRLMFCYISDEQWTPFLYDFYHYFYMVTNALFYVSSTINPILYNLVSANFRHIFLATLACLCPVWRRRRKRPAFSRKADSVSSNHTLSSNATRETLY
Large T inhibition = SV40 large T antigen inhibitors, biochemical (AID 1903) | 0.39% of 310,000 active | SV40 large T antigen ATPase/helicase inhibition assay; higher % means a stronger effect | inhibition, % at 20 µM, or IC50 in µM where a hit was titrated; in the data active means a potency from the dose series; inconclusive means inhibition mostly from about 32% at the one dose, without a potency; inactive means the rest, 99 in 100 with inhibition below about 32%; further: strong numbers were not always called active
West Nile antiviral = West Nile virus antiviral activity, cell-based, CPE readout (AID 1621); West Nile virus-infected cells, CPE inhibition; higher % means a stronger effect; CPE inhibition, % at 10 µM; hits with a dose series show IC50 in µM; 0.02% of 290,000 active; in the data active means a potency from the dose series; inconclusive means CPE inhibition mostly from about 3.7% at the one dose, without a potency; inactive means the rest, 99 in 100 with CPE inhibition below about 2.2%; further: strong numbers were not always called active
RSV antiviral HEp-2 = RSV antiviral activity via CPE protection, HEp-2 cells, primary 10 µM value included (AID 2391) | HEp-2 cells, RSV-induced CPE inhibition; higher % means a stronger effect | CPE inhibition, % at 10 µM, or IC50 in µM where a hit was titrated | 0.13% of 310,000 active; in the data active means a potency from the dose series; inconclusive means CPE inhibition mostly from about 23% at the one dose, without a potency; inactive means the rest, 99 in 100 with CPE inhibition below about 21%; further: strong numbers were not always called active
MgcRacGAP inhibition = MgcRacGAP GTPase-activating activity inhibitors, confirmation, biochemical, ADP Hunter fluorescence. inhibition, % at 30 µM, or IC50 in µM where a hit was titrated. MgcRacGAP-stimulated Rac1 GTP hydrolysis, ADP Hunter fluorescence; higher % means a stronger effect; GST-tagged Rac1 F28L mutant substrate. 0.6% of 340,000 active;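 active means first-screen hits whose inhibition reached a set limit at any dose in the follow-up dose series; inconclusive means inhibition above the set first-screen limit but never retested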;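 further: fluorescence reports GDP produced by GAP-driven GTP hydrolysis; strong numbers were not always called active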
K1F lysis inhibition = inhibition of K1F phage lysis, E. coli UTI89, bacterial capsule biogenesis inhibitors, alamar blue (AID 488966) | E. coli UTI89 K1F phage lysis, alamar blue, 2 h; higher % means a stronger effect | inhibition, % at 100 µM, or IC50 in µM where a hit was titrated | 0.02% of 340,000 active;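 active means phage lysis inhibition, versus mean bacterial control, above a set limit; inconclusive means no clear call, values can overlap the other calls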;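 further: capsule biogenesis inhibitors block K1F phage lysis so surviving cells raise fluorescence; higher fluorescence means more inhibition of phage lysis; actives were called in the ten point dose series up to 300 µM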
T cell HTS vesicle-bound % = further read-out of T cell HTS, marked with its call; double positive events, %; measured here: CD8+ vesicle-bound cell fraction;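 binding gate set so that unloaded-vesicle control wells show 10% double positive cells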
NTR1 agonist cell count 20 µM = also measured in NTR1 agonist; calls as there; cell count; measured here: cell count, cytotoxicity flag
Dengue-2 NS5 capping pilot replicate = second read-out of Dengue-2 NS5 capping, no call of its own (marks repeat the call); inhibition, %; measured here: pilot screen replicate inhibition
* = called active by the depositor; i = inactive; ? = inconclusive; / = no result given; [ ] = dose if it differs, or a comment.

SMILES	Salmonella PhoP GFP	Dengue-2 NS5 capping	T cell HTS	T cell HTS vesicle-bound %	NTR1 agonist	NTR1 agonist cell count 20 µM	Large T inhibition	West Nile antiviral	RSV antiviral HEp-2	MgcRacGAP inhibition	K1F lysis inhibition	others
CS(=O)(=O)NCCNc1ncc(C(F)(F)F)cc1Cl	-9%	/	i	43	-0.6	106	8%	-1.0%	-2.3%	-5%	0.4%
C=C(C)CSc1nnc(-c2ccc(OC)c(OC)c2)n1N	-5%	-3%	i	42	-2.6	85	6%	0.4%	4.7%	4%	0.3%
COc1cc([N+](=O)[O-])cc2sc(NC(=O)c3c(F)cccc3F)nc12	-5%	-12%	i	32	0.4	45	10%	0.2%	4.7%	5%	0.2%
COC(=O)CC1SC(=O)NC1=O (centres undefined)	-7%	-8%	i	60	3.0	52	9%	0.5%	-0.1%	4%	-1.1%
CSc1ccc(C(=O)C2CCCN(C(=O)CCc3cnn(C)c3)C2)cc1 (centres undefined)	-6%	-9%	i	17	0.4	68	13%	-1.4%	1.7%	6%	-0.2%
Cc1nnc(SCC(=O)N2CCN(c3ccccc3F)CC2)n1C1CC1	/	-10%	/	/	-1.2	53	/	/	/	6%	1.8%[50 µM]
CC(C)OCC(O)CCc1n[nH]c(=S)n1-c1ccccc1 (centres undefined)	-4%	1%	i	46	2.4	68	10%	-0.3%	1.1%	-15%	-1.4%[50 µM]
COc1ccc(S(=O)(=O)N2CCOCC2)c(C)c1C	1%	-7%	i	24	1.2	61	13%	-0.9%	0.6%	2%	2.2%
COc1cc(C(=O)O)cc(NC(=O)c2cccs2)c1OC	-7%	-4%	i	47	/	/	16%	0.8%	-0.3%	3%	-0.1%
CCOc1ccc(NS(=O)(=O)c2ccc(NS(=O)(=O)c3cccs3)cc2)cc1	8%	2%	i	25	0.8	47	22%	0.2%	-0.9%	-1%	0.0%
Cc1ccc(Oc2ccc3c(c2)C(=O)N(c2cccc4cccnc24)C3=O)cc1	-11%	-5%	i	26	1.2	76	-5%	-0.1%	1.6%	2%	1.2%	Dengue-2 NS5 capping pilot replicate=-0.9
CN(C)CCN(Cc1ccco1)C(=O)c1oc2ccccc2c1NC(=O)COc1ccccc1	11%	4%	i	31	-0.5	43	7%	1.6%	-1.1%	11%	0.8%
CCN(CC(=O)Nc1ccccc1OC)C(=O)CSCC(=O)Nc1ccc(OC)cc1	-2%	-4%	i	41	-0.6	46	29%	/	0.8%	3%	0.9%[50 µM]
CNC(=O)CSc1nc2cc(S(=O)(=O)Nc3ccc(OC)cc3)ccc2o1	-6%	0%	i	7	2.3	50	13%	-0.2%	3.2%	6%	0.1%
O=C(CN1C(=O)NC2(CCCC2)C1=O)N1CCN(S(=O)(=O)c2cc(Cl)ccc2Cl)CC1	/	-3%	i	30	-1.5	59	/	/	0.5%	2%	0.8%[50 µM]
CCc1nc2ccccc2n1CCC(=O)O	1%	-1%	i	48	-0.5	32	4%	0.6%	1.0%	2%	-0.1%
Cc1c(N2C(=O)CSC2c2ccccc2)c(=O)n(-c2ccccc2)n1C (centres undefined)	-1%	-4%	i	14	-0.9	47	10%	0.3%	2.8%	1%	0.0%
O=C(COC(=O)Cc1n[nH]c(=O)c2ccccc12)Nc1ccc(Cl)cn1	/	-7%	i	38	1.6	88	/	/	1.7%	4%	0.6%[50 µM]
O=C(Cc1cccs1)Nc1ccc(C(=O)O)cc1	-8%	/	i	48	-0.4	61	3%	0.1%	1.0%	2%	0.5%
CCN(CC)S(=O)(=O)c1ccc(N2CCCC2)c(NC(=O)CN2C(=O)NC3(CCCC3)C2=O)c1	-6%	2%	i	40	-0.5	51	9%	/	-2.0%	2%	1.1%[50 µM]
O=C(NC1(C(F)(F)F)NC(=O)N(C2CCCCC2)C1=O)c1cccs1 (centres undefined)	3%	2%	i	37	2.5	54	4%	-0.7%	-0.9%	3%	-2.1%
CCc1ccc(C2C(C#N)=C(N)OC3=C2C(=O)CCC3)s1 (centres undefined)	12%	5%	i	40	2.1	52	2%	-0.3%	-0.4%	7%	-1.2%
COC(=O)COc1cccc2c(=O)n(CC(=O)Nc3ccc4c(c3)OCCO4)ccc12	-8%	-3%	i	28	6.7	64	-1%	-0.2%	-0.8%	-5%	0.7%
O=C(OCc1nc2scc(-c3ccccc3)c2c(=O)[nH]1)c1cccc([N+](=O)[O-])c1	5%	-3%	i	52	1.7	36	3%	-0.1%	?	8%	5.1%
COc1cc(C2C(C(C)=O)=C(O)C(=O)N2CCc2ccc(OC)c(OC)c2)ccc1O (centres undefined)	-11%	10%	i	14	-0.6	46	12%	0.4%	1.3%	4%	0.8%
COc1ccc(/C=C(\C#N)C(=O)OCC(=O)NC(=O)NCCC(C)C)cc1	-5%	-9%	i	33	0.8	49	5%	0.9%	0.9%	-7%	-0.1%
COc1ccc(C2/C=C\CN(S(=O)(=O)c3cccc4cccnc34)CC(=O)N2Cc2ccc(F)cc2)cc1 (centres undefined)	-1%	4%	/	/	-0.8	98	12%	-0.3%	3.5%	11%	0.3%
CC(O)[C@H]1CNCCN1CCc1cccc2ccccc12 (some centres undefined)	-2%	-3%	i	50	1.1	106	26%	/	-0.1%	5%	0.2%
COc1cc(C(=O)NNC(=O)Cc2ccc(S(=O)(=O)N3CCOCC3)s2)cc(OC)c1OC	-3%	-8%	i	56	0.0	62	5%	0.0%	1.6%	3%	0.0%
O=C(CN1CCC(O)(c2ccc3c(c2)OCO3)CC1)NC1CCCCC1	6%	-3%	i	31	-1.1	69	5%	-1.0%	-2.4%	-4%	0.2%
O=c1c2ccccc2ncn1CCCSc1ccc(Cl)cc1	6%	2%	i	46	-0.5	45	6%	-0.1%	22%	13%	0.9%
C[C@H](CO)N1C[C@H](C)[C@@H](CN(C)CC2CCCCC2)Oc2c(NC(=O)C3CC3)cccc2C1=O	/	-6%	i	6	1.5	67	/	/	/	10%	-0.3%
Cc1ccc(-n2nc(C(=O)N/N=C/c3cccc(C(F)(F)F)c3)c3ccccc3c2=O)cc1C	2%	/	i	37	0.1	63	1%	0.3%	1.5%	/	/
CCCCn1c(N2CCCC2)nc2c1c(=O)[nH]c(=O)n2C	7%	-1%	i	36	-0.3	85	8%	-0.2%	1.3%	16%	0.9%[50 µM]
CCOc1ccc(/C=C2/Sc3ccc(C(=O)NCC4CCCO4)cc3N(C)C2=O)cc1OC (centres undefined)	-5%	-4%	i	13	1.6	55	0%	1.6%	3.9%	14%	0.5%
CC(C)NS(=O)(=O)c1ccc(OCC(=O)N2CCCC2)cc1	2%	-1%	/	/	-0.2	45	16%	-0.3%	-0.1%	5%	-1.7%
O=C(Cc1ccccc1)Nn1cnc2ccccc21	3%	19%	i	64	-0.4	41	13%	0.5%	1.1%	7%	0.2%
COc1ccc(C(=O)Nn2cnnc2)cc1OC	-1%	-5%	i	23	-0.6	39	3%	0.3%	-0.3%	-6%	-0.2%
NC(=O)c1ccc(NC(=O)COC(=O)c2ccc3c(c2)OCCO3)cc1	-1%	-8%	i	25	5.1	61	17%	0.1%	3.9%	8%	0.2%
CC(=O)Nc1sc2c(c1-c1nc3ccccc3s1)CCN(C(C)C)C2	7%	?	i	40	11	47	12%	/	-2.3%	22%	i

The list goes on, starting with the last two of the part before.
SMILES	Salmonella PhoP GFP	Dengue-2 NS5 capping	T cell HTS	T cell HTS vesicle-bound %	NTR1 agonist	NTR1 agonist cell count 20 µM	Large T inhibition	West Nile antiviral	RSV antiviral HEp-2	MgcRacGAP inhibition	K1F lysis inhibition	others
NC(=O)c1ccc(NC(=O)COC(=O)c2ccc3c(c2)OCCO3)cc1	-1%	-8%	i	25	5.1	61	17%	0.1%	3.9%	8%	0.2%
CC(=O)Nc1sc2c(c1-c1nc3ccccc3s1)CCN(C(C)C)C2	7%	?	i	40	11	47	12%	/	-2.3%	22%	i
CSc1ccc(CNc2cccc3ccccc23)cc1	7%	0%	i	27	2.9	58	-19%	-0.5%	?	1%	2.0%[50 µM]
Cc1ccc(NC2=NC(c3ccc(O)cc3)n3c(nc(C)cc3=O)N2)cc1 (centres undefined)	4%	-5%	i	52	0.8	87	7%	0.2%	0.4%	1%	0.0%
Cc1cccc(N2CCN(S(=O)(=O)c3c(C)[nH]c(C)c3C(=O)N3CCCC3)CC2)c1C	-11%	20%	i	5	-0.6	52	21%	-1.3%	0.2%	3%	1.6%
C[C@@H](NC(=O)C1(c2ccccc2)CCN(C(=O)OC(C)(C)C)CC1)C(=O)N[C@@H](Cc1ccccc1)C(=O)O	-5%	-7%	i	37	0.8	85	0%	-0.2%	1.7%	-1%	2.5%
CC(C)OCCCn1c(=NC(=O)c2ccncc2)c(C#N)cc2c(=O)n3ccccc3nc21	-66%	-14%	i	39	6.8	71	7%	1.6%	-0.1%	-3%	-2.3%
O=C(CC(=O)c1ccccc1)Nc1cc([N+](=O)[O-])ccc1Cl	11%	3%	i	38	2.8	76	0%	-0.7%	1.6%	1%	2.4%
CN1/C(=C\C(=O)Nc2cccc(Cl)c2)C(C)(C)c2ccccc21	-2%	-4%	i	27	-0.5	86	19%	1.1%	12%	3%	0.3%
COc1ccc(/C(C)=N/NC(=O)c2cc(C)[nH]n2)c(OC)c1	8%	-2%	i	28	-0.9	50	3%	-0.8%	0.8%	7%	0.1%
CN(CC(=O)Nc1ccc(Cl)c(C(F)(F)F)c1)C(=O)c1ccc(OCC2CCCO2)cc1 (centres undefined)	-8%	0%	i	27	3.1	45	2%	/	11%	1%	0.7%[50 µM]
CC(c1ccco1)N(C(=O)COc1ccc(Cl)cc1)c1ccccn1 (centres undefined)	5%	6%	i	29	0.4	44	-10%	-0.5%	1.3%	8%	1.9%
CC(C)C(NS(=O)(=O)c1ccccc1)C(=O)N1CCN(C(=O)c2ccco2)CC1 (centres undefined)	3%	-5%	i	58	0.3	80	8%	-0.3%	1.8%	5%	1.2%[50 µM]
Cc1ccccc1NC(=S)NCc1cccs1	-1%	-4%	i	58	0.6	67	16%	0.1%	1.2%	6%	0.1%

Compound activity as filed in PubChem.
